Bioassay records (PubChem)
CIT2 TOR yeast – alters CIT2-GFP fluorescence in TOR pathway yeast screen; GFP response vs DMSO, % at 10 µM; 0.065% of 320,000 active; S. cerevisiae CIT2-GFP strain, flow cytometry, 3 h; 100 means same as DMSO wells;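 active means GFP response relative to DMSO above a set limit, near the screen mean plus 3 SD, cut at about 150% in these data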;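 further: ratio of well median GFP fluorescence to mean of DMSO wells on the plate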
MCL1 BIM primary – disrupts human MCL1 binding to BIM-BH3 peptide; Q07820; GST-MCL1 / FITC-Bim-BH3 fluorescence polarization; inhibition, % at 10.9 µM; 0.68% of 320,000 active; AID 2057;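 active means inhibition above the mean inhibition of all tested compounds plus 3 SD, set per campaign, cut at about 40% in these data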;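 further: 0% = DMSO wells and 100% = unlabeled Bim-BH3 peptide control; higher means more loss of mP so more displacement of Bim peptide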
Target sequence (Q07820 whole entry, looked up): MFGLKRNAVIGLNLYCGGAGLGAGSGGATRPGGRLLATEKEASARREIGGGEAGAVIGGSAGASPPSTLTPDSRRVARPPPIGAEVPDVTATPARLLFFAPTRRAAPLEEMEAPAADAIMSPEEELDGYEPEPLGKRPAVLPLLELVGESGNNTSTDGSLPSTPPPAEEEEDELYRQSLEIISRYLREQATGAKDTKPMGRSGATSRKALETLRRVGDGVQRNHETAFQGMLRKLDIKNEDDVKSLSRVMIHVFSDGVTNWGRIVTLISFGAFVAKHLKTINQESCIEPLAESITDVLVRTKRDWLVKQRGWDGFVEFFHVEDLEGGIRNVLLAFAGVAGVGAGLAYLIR
AGP1-GFP MLPCN – modulators of TOR pathway AGP1-GFP in S. cerevisiae; 0.02% of 320,000 active; S. cerevisiae AGP1-GFP multiplex flow cytometry, 3 h; GFP as percent of DMSO wells; AID 2066; GFP response vs DMSO, % at 10 µM;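 active means GFP response relative to DMSO above a set limit, near screen average plus 3 SD, cut at about 150% in these data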;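 further: median GFP channel fluorescence of the gated AGP1 strain per well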
MEX-5 binding – C. elegans MEX-5 TCR-2 RNA binding activity; Q9XUB2; MEX-5/FITC-TCR2 RNA binding, fluorescence polarization; hits give low values; 0.38% of 300,000 active; activity score (negative = inhibition of binding), % at 10 µM;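 active means inhibition past about -25% in most replicates, and total fluorescence under double the plate's negative control median, limit read from the data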;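 further: 0% = DMSO and -100% = 5 µM competing unlabeled TCR2 RNA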
VLA-4 inh – inhibition in a human VLA-4 binding assay. 0.2% of 330,000 active. P13612. VLA-4 expressing cells, ligand binding flow cytometry. AID 2557. inhibition, % (about 7 µM as worked out from the volumes in the protocol); in the data active means inhibition above about 50%
Bcl-xL primary – Bcl-xL (human) inhibition; GST-Bcl-xL / FITC-Bim BH3 peptide fluorescence polarization; inhibition, % at 10.9 µM; 0.7% of 320,000 active; AID 2129;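 active means inhibition above the mean of all tested compounds plus 3 SD, cutoff set per campaign, cut at about 30% in these data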;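 further: 0% = DMSO wells and 100% = unlabeled Bim-BH3 peptide competitor; inhibitors lower millipolarization by displacing the labeled peptide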
Target sequence (Q07817 whole entry, looked up): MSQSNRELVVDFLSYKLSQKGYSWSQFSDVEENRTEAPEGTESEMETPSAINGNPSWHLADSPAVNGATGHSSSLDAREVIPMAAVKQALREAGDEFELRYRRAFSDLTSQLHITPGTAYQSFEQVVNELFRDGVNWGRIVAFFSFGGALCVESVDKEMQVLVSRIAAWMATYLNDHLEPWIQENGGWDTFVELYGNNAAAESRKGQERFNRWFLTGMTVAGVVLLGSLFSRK
CR mimetic SO – caloric restriction mimetics inhibiting age-related superoxide in yeast; 0.18% of 330,000 active; superoxide response (% of plate mean), % at 10 µM; S. cerevisiae aged cells, superoxide DHE fluorescence; hits give low values;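 active means superoxide response under a set limit, about three screen SD below normal, cut at about 65% in these data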;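 further: yeast aged for seven days with compound at 30 °C before DHE staining; 100% = average MFI of all compound-treated wells on the plate with controls excluded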
GRK2 inh – blocks RNA aptamer binding to human GRK2; 0.59% of 330,000 active; bead flow cytometry, FAM-aptamer displacement from GRK2; P25098; inhibition of aptamer binding, % at 10 µM; AID 488847;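 active means inhibition of aptamer binding above 40%, roughly 3 SD of noise, on plates passing a quality check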;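 further: median bead fluorescence of bound FAM aptamer so fluorescent compounds give negative values; no value below 0 was filed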
GLD-1 RNA inh – GLD-1-TGE RNA interaction inhibition (C. elegans) | purified GLD-1 + fluorescein TGE RNA, fluorescence polarization | inhibition, % at 5.96 µM | 0.44% of 320,000 active | AID 2280;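 active means percent inhibition above a per-plate cutoff, the plate mean of test compounds plus 3 SD, cut at about 30% in these data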;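 further: 0% = DMSO wells with GLD-1 and probe and 100% = wells lacking GLD-1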
* marks the source's active call; other numbers are inactive results; . = not tested or not shown.

1) Cc1cc(F)ccc1NCC(=O)Nc1ccc(Br)cc1C
2) Cc1nn(CC(=O)NCc2ccccc2Cl)c(C)c1[N+](=O)[O-]
3) Cc1c(NC(=O)c2cc(-c3ccc(Cl)c(Cl)c3)on2)c(=O)n(-c2ccccc2)n1C
4) Cc1cccc(C(=O)Nc2scc(CC(C)C)c2C(=O)O)c1
5) CCOc1ccc(C2C(C(=O)NC)=C(C)Nc3nc4ccccc4n32)cc1OC (centres undefined)
Assay by compound,1,2,3,4,5
CIT2 TOR yeast,102,97,97,99,94
MCL1 BIM primary,2,5,-4,10,7
AGP1-GFP MLPCN,100,99,102,97,105
MEX-5 binding,-0.2,2.8,-3.0,0.1,1.4
VLA-4 inh,7,-2,8,-3,30
Bcl-xL primary,5,-1,-2,5,7
CR mimetic SO,101,96,88,108,98
GRK2 inh,4,5,0,1,0
GLD-1 RNA inh,2,-6,-2,6,-2

6) CC(C)OCCCNC(=O)C1CCN(S(=O)(=O)c2ccc3nc4c(c(C(=O)O)c3c2)CCCCC4)CC1
7) O=C(c1cccc(F)c1)N1CCCC(C(=O)N2CCCC2)C1 (centres undefined)
8) Cc1cc(=O)[nH]c(SCC(=O)NCCC2=CCCCC2)n1
9) Cc1ccc(NC(=O)CN(C)Cc2cc(=O)n3ccsc3n2)cc1
10) CN1CCN(C(=S)c2ccc(Br)cc2)CC1
Assay by compound,6,7,8,9,10
CIT2 TOR yeast,98,109,100,87,101
MCL1 BIM primary,5,-4,0,5,0
AGP1-GFP MLPCN,98,109,103,99,102
MEX-5 binding,-1.8,3.2,1.4,2.6,-0.5
VLA-4 inh,25,-1,0,12,15
Bcl-xL primary,4,5,5,-4,5
CR mimetic SO,90,111,113,109,83
GRK2 inh,3,5,0,3,2
GLD-1 RNA inh,0,-3,5,-2,5

Three compounds already listed, arranged by their value in CIT2 TOR yeast, smallest number first.
cpd	structure	CIT2 TOR yeast
6	CC(C)OCCCNC(=O)C1CCN(S(=O)(=O)c2ccc3nc4c(c(C(=O)O)c3c2)CCCCC4)CC1	98
8	Cc1cc(=O)[nH]c(SCC(=O)NCCC2=CCCCC2)n1	100
7	O=C(c1cccc(F)c1)N1CCCC(C(=O)N2CCCC2)C1 (centres undefined)	109

Next section
11) COc1cc(/C=C2/C(=O)NN(c3ccc(Cl)c(Cl)c3)C2=O)cc([N+](=O)[O-])c1O
12) COc1ccc(C(=O)Nn2c(SCC(=O)NCc3ccco3)nc3ccccc3c2=O)cc1
13) COc1cccc(/C=N/NC(=S)Nc2cccnc2)c1
14) Cc1cc(=O)[nH]c(SCC(=O)N2CC3(C)CC2CC(C)(C)C3)n1 (centres undefined)
15) O=C(CCS(=O)(=O)c1ccc(Cl)cc1)Nc1nc(-c2ccncc2)cs1
Assay by compound,11,12,13,14,15
CIT2 TOR yeast,108,103,101,106,87
MCL1 BIM primary,0,2,-1,.,0
AGP1-GFP MLPCN,104,102,100,110,99
MEX-5 binding,-21,-0.3,0.8,.,-1.2
VLA-4 inh,-6,-2,-5,-5,4
Bcl-xL primary,4,4,1,.,3
CR mimetic SO,107,92,113,100,81
GRK2 inh,4,2,0,4,0
GLD-1 RNA inh,1,5,10,-1,-5

16) O=C(CCCN1C(=O)/C(=C\c2cccs2)SC1=S)Nc1ccc(C(=O)O)cc1
17) CCc1ccc(NC(=O)C(C)Sc2ccc(S(=O)(=O)N3CCN(C)CC3)cn2)cc1 (centres undefined)
18) O=C(N/N=C\c1ccc([N+](=O)[O-])s1)c1cncc(Br)c1
19) O=C(NCc1ccncc1)C(F)(F)C(F)(F)C(=O)NCc1ccncc1
20) CC(=O)Nc1ccc(NC(=O)CCN2C(=O)C3CC=CCC3C2=O)cc1 (centres undefined)
Assay by compound,16,17,18,19,20
CIT2 TOR yeast,96,100,113,102,90
MCL1 BIM primary,-1,3,6,4,-9
AGP1-GFP MLPCN,102,97,113,96,94
MEX-5 binding,-1.6,.,-3.5,-1.0,.
VLA-4 inh,4,6,-11,-21,14
Bcl-xL primary,1,-3,9,-1,-5
CR mimetic SO,94,93,92,99,107
GRK2 inh,0,15,5,0,0
GLD-1 RNA inh,2,2,-1,6,-6

21) COc1ccc(-n2c(O)c(/C=N/NS(=O)(=O)c3ccc(C)cc3)c3ccccc3c2=O)cc1OC
22) O=C(Nc1ccc(Cl)cc1)c1ccc2snnc2c1
23) COc1ccccc1N1CCN(CCCNC(=O)Nc2ccccc2C)CC1
24) COCCSc1ccccc1C(=O)Nc1cccnc1
25) COC(=O)c1sc(N)c(C(=O)OC)c1Cn1ncc(Cl)c(Cl)c1=O
Assay by compound,21,22,23,24,25
CIT2 TOR yeast,109,92,94,86,104
MCL1 BIM primary,26,0,-3,24,0
AGP1-GFP MLPCN,111,80,102,98,99
MEX-5 binding,5.1,-0.8,-0.1,-1.6,0.6
VLA-4 inh,-73,-5,25,-8,1
Bcl-xL primary,48*,0,6,12,7
CR mimetic SO,95,119,102,92,111
GRK2 inh,1,0,0,1,2
GLD-1 RNA inh,-74,2,-9,13,-3

26) Cc1ccc(C2=NS(=O)(=O)N(C)C(C(=O)Nc3ccc(F)cc3F)=C2)cc1
27) C=CCNc1nc2ccccc2nc1NS(=O)(=O)c1ccc(F)cc1
28) CCC(=O)Nc1cccc(NC(=O)c2ccccc2Br)c1
29) Cc1ccn2c(C(=O)CSc3ccccc3)c(C)nc2c1
30) CCc1nnc(NC(=O)C2CCCN(c3nc4ccccc4s3)C2)s1 (centres undefined)
Assay by compound,26,27,28,29,30
CIT2 TOR yeast,111,89,105,88,102
MCL1 BIM primary,0,-2,-1,12,0
AGP1-GFP MLPCN,105,81,108,92,99
MEX-5 binding,3.1,-0.9,-3.7,-0.6,-1.6
VLA-4 inh,26,0,1,10,6
Bcl-xL primary,0,4,0,6,1
CR mimetic SO,93,89,114,98,100
GRK2 inh,4,3,0,0,1
GLD-1 RNA inh,2,4,0,-2,-2

31) CC(C)c1ccc(OCC(O)CN2CCCC2)cc1 (centres undefined)
32) NC(=O)NC(=O)CSc1nnc(-c2ccc(Cl)cc2)n1CC1CCCO1 (centres undefined)
33) O=C(CN1C(=O)NC2(CCCCC2)C1=O)NC1CCCc2ccccc21 (centres undefined)
34) O=C(Nc1ccc(C(F)(F)F)cc1)C1=NN(C2CCS(=O)(=O)C2)C(=O)CC1 (centres undefined)
35) CC(CCc1ccccc1)NC(=O)c1nnc(Cc2ccc(Cl)cc2)o1 (centres undefined)
Assay by compound,31,32,33,34,35
CIT2 TOR yeast,93,95,102,93,88
MCL1 BIM primary,.,-2,-2,7,2
AGP1-GFP MLPCN,100,90,112,93,96
MEX-5 binding,-0.4,-1.2,-3.0,.,-3.7
VLA-4 inh,-4,0,7,15,24
Bcl-xL primary,.,-3,2,6,0
CR mimetic SO,95,103,104,110,109
GRK2 inh,0,0,2,0,0
GLD-1 RNA inh,.,-3,0,3,2

36) Cc1ccc2[nH]c(CN3CCC(CO)(CC4CCCCO4)CC3)c(C)c2c1 (centres undefined)
37) COc1ccc2nc3oc(C(=O)N4CC(C)CC(C)C4)cc3cc2c1 (centres undefined)
38) COc1ccc(C(C(=O)NC(C)(C)C)N(C(=O)CCC(=O)Nc2cc(C)on2)c2c(C)cccc2C)cc1 (centres undefined)
39) COc1ccc(C(=O)O/N=C/c2ccc(S(=O)c3ccc(Cl)cc3)nc2)cc1 (centres undefined)
40) CC(=O)C1C(=O)C=C(c2ccco2)CC1c1ccccc1 (centres undefined)
Assay by compound,36,37,38,39,40
CIT2 TOR yeast,110,98,98,95,85
MCL1 BIM primary,3,-1,5,7,-1
AGP1-GFP MLPCN,106,92,96,98,94
MEX-5 binding,-0.3,.,2.2,-1.8,-4.4
VLA-4 inh,4,8,8,12,7
Bcl-xL primary,0,-7,5,5,0
CR mimetic SO,91,122,99,105,98
GRK2 inh,0,0,2,0,0
GLD-1 RNA inh,6,-8,3,2,4

Whole records, looked up by structure.
Results for Cc1ccc2[nH]c(CN3CCC(CO)(CC4CCCCO4)CC3)c(C)c2c1 (centres undefined) : CIT2 TOR yeast = 110; MCL1 BIM primary = 3; AGP1-GFP MLPCN = 106; MEX-5 binding = -0.3; VLA-4 inh = 4; Bcl-xL primary = 0; CR mimetic SO = 91; GRK2 inh = 0; GLD-1 RNA inh = 6
Results for COc1ccc(C(=O)O/N=C/c2ccc(S(=O)c3ccc(Cl)cc3)nc2)cc1 (centres undefined) : CIT2 TOR yeast = 95; MCL1 BIM primary = 7; AGP1-GFP MLPCN = 98; MEX-5 binding = -1.8; VLA-4 inh = 12; Bcl-xL primary = 5; CR mimetic SO = 105; GRK2 inh = 0; GLD-1 RNA inh = 2

The results go on.
41) CC[C@H](C)[C@@H](NC(=O)O[C@@H]1C(=O)c2cc(OC)ccc2O[C@H]1c1ccc(OC)c(Br)c1)C(=O)OC
42) Cc1nc2cc(NC(=O)CS(=O)(=O)c3ccc(F)cc3)ccc2s1
43) O=C(O)c1cccnc1SCC(=O)N1CCCCCC1
44) O=C(Nc1ccccc1N1CCOCC1)c1cc(F)cc(F)c1
45) O=C(Nc1ccccc1Br)c1c(F)cccc1Cl
Assay by compound,41,42,43,44,45
CIT2 TOR yeast,70,107,105,112,74
MCL1 BIM primary,0,5,0,8,-3
AGP1-GFP MLPCN,85,112,109,111,93
MEX-5 binding,.,-0.7,0.6,0.1,-1.1
VLA-4 inh,16,2,.,-5,3
Bcl-xL primary,2,11,1,8,5
CR mimetic SO,96,95,93,79,104
GRK2 inh,0,0,0,1,2
GLD-1 RNA inh,7,6,4,3,7

46) COc1ccc(S(=O)(=O)N2CCN(CCC(=O)Nc3ccccc3F)CC2)cc1
47) Cc1ccc(C)c(S(=O)(=O)N2CCCCC2CCNC(=O)C(=O)NC2CCCC2)c1 (centres undefined)
48) COc1ccc(-c2nn(-c3ccccc3)cc2C(=O)O)cc1
49) Cc1cc([N+](=O)[O-])nn1CCCC(=O)NCc1ccc(F)cc1
50) O=C(c1ccc2c(c1)OCO2)N1CCN(C(=O)c2ccco2)CC1
51) O=C(Nc1cccc(Cl)c1)N(Cc1nc2ccccc2c(=O)[nH]1)C1CCCC1
52) Cc1ccc(CN2CCN(/N=C/c3ccc(C)s3)CC2)c(C)c1
Assay by compound,46,47,48,49,50,51,52
CIT2 TOR yeast,108,94,85,84,95,92,102
MCL1 BIM primary,-2,-1,1,0,3,3,-9
AGP1-GFP MLPCN,101,103,95,108,101,91,100
MEX-5 binding,2.6,-2.7,3.4,1.7,2.8,-4.3,0.6
VLA-4 inh,-17,5,-10,-5,7,-10,8
Bcl-xL primary,3,4,0,-2,1,0,-4
CR mimetic SO,119,80,111,104,120,87,113
GRK2 inh,0,2,2,8,0,0,.
GLD-1 RNA inh,11,3,2,-4,-1,-4,-4
